# Screens: PubChem, several laboratories
# NF-kB neuron act: raises NF-kB expression in human neuronal cells | NF-kB reporter expression; active compounds read high | fold change at 12.5 µM | actives 1.6% (n = 190,000) | AID 1239; in the data active = fold change above about 3.3
# APP 5'UTR act: APP 5'UTR luciferase reporter activation | SH-SY5Y APP 5'UTR luciferase reporter, luminescence; zero percent = DMSO vehicle wells | activation, % at 2 µM | actives 1% (n = 190,000) | AID 1276;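 active = activation above a set limit, based on mean plus 3 SD of controls, cut at about 140% in these data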; note: values of inactives mirror those of a sister screen read the other way
# STAT3 blocker: STAT3 signaling inhibition. inhibition, % at 5.5 µM. U3A cells, IL-6 STAT3-luciferase reporter, luminescence; host cell line lacks STAT1. actives 0.89% (n = 190,000). AID 862;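 active = inhibition above the mean inhibition across all screened compounds plus 3 SD, cut at about 44% in these data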;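 note: 0% = DMSO only wells and 100% = 100 µM nifuroxazide control wells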
# TLR4-MyD88 BLA: TLR4-MyD88 interaction inhibition in cells; HeLa CL3-4 TLR4/MyD88 BLA complementation, FRET ratio; inhibition, % at 8.4 µM; actives 0.18% (n = 200,000); AID 861; in the data active = inhibition above about 25%;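 note: 0% = vehicle and 100% = reference inhibitor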
# Target sequence (O00206 whole entry, looked up): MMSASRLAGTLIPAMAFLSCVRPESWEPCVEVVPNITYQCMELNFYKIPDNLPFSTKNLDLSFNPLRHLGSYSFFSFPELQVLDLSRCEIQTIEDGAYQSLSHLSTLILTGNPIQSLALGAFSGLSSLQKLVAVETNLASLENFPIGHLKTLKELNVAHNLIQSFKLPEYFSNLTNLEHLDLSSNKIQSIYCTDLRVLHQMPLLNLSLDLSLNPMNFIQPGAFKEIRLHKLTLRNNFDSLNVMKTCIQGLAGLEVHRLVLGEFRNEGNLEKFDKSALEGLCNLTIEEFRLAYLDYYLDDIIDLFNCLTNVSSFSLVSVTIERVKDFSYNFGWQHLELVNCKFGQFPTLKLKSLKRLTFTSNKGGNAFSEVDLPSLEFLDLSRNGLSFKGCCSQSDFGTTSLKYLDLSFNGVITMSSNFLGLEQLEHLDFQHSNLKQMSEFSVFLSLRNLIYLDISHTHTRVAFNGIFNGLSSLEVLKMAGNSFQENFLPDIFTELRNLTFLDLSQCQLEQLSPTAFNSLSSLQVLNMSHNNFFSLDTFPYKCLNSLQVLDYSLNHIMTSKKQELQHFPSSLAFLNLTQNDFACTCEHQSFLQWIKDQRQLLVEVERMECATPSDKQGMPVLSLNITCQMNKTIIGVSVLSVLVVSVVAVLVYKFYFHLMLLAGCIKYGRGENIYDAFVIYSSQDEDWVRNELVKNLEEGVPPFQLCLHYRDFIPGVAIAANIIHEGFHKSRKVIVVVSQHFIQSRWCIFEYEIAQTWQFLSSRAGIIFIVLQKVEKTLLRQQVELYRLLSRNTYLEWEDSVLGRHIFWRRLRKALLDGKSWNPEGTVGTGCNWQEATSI
# Target sequence (Q99836 whole entry, looked up): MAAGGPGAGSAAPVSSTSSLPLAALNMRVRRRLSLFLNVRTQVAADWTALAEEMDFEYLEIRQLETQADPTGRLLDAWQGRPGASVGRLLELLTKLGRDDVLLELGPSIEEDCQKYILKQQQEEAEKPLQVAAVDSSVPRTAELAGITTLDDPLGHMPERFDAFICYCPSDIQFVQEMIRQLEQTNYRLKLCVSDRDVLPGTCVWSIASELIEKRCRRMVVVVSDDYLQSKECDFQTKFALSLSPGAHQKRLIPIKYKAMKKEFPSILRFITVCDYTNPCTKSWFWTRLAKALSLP
# STAT3 act: activators of IL-6 induced STAT3 signaling | activation (% of control), % at 5.6 µM | U3A cells, IL-6 STAT3-luciferase reporter, luminescence; 100% = signal with IL-6 EC80 alone | actives 0.91% (n = 190,000);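 active = activation above the screen-wide mean of compound activation plus 3 SD, cut at about 130% in these data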;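 note: 0% = background luminescence of wells with medium and substrate only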
#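 Material: STAT1-lacking human U3A cells, STAT3 luciferase reporter | Benchmarks: IL-6-only wells as 100% reference | Probe or stimulus: IL-6 (33 ng/mL) | Timing: Compound 1 h, then IL-6 6 h at 37 °C | Detection: Luminescence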
# STAT1 inh: reduces IFN-gamma driven STAT1 reporter signal. actives 0.35% (n = 200,000). NIH 3T3 STAT1-luciferase reporter, luminescence. inhibition, % at 5.5 µM;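 active = inhibition above a set limit, the mean inhibition across all tested compounds plus 3 SD, cut at about 34% in these data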;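 note: 0% = IFN-gamma with DMSO and 100% = IFN-gamma with 300 µM nifuroxazide; values of inactives mirror those of a sister screen read the other way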
# Hsp70 act: transcriptional activators of Hsp70. actives 0.04% (n = 200,000). HeLa Hsp70 promoter luciferase reporter, luminescence; scaled: vehicle 0, proteasome-inhibitor control 100%. activation, % at 10 µM;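 active = activation above the mean across all tested compounds plus 3 SD, cutoff set per campaign, cut at about 5.5% in these data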;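 note: 100% = MG132 at 30 µM as the positive control and 0% = DMSO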
# Redox H2O2 prof: compounds producing H2O2 with reducing agent – biochemical, NIH compound library profiling, artefact control for MLSCN library redox annotation, primary screen; DTT-dependent redox cycling H2O2, phenol red/HRP absorbance; 100% = 100 µM peroxide control, 0% = buffer; actives 0.03% (n = 200,000); activation, % at 10 µM; AID 878;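 active = activation of at least 50% relative to the plate's high and low controls in the primary single-dose screen; inactive = activation below 50%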;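 note: compound incubated with DTT at 0.8 mM final as the reducing agent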
# Efa HMGR inh: E. faecalis class II HMG-CoA reductase inhibition; actives 0.41% (n = 190,000); purified E. faecalis HMGR, NADPH absorbance 340 nm kinetic; inhibition, % at 10 µM;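 active = inhibition above a set limit, the median over all tested compounds plus 3 SD, cut at about 9.5% in these data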;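 note: enzyme runs in reverse so mevalonate oxidation gives rising NADPH absorbance; 0% = complete reaction with DMSO and 100% = background rate lacking mevalonate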
# STAT1 activator: activators of IFN-gamma induced STAT1 signaling. NIH 3T3 STAT1-luciferase reporter, luminescence; 100% = IFN-gamma alone, no compound. activation (% of control), % at 5.5 µM. actives 2.6% (n = 200,000). AID 932;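 active = activation above the screen-wide mean activation plus 3 SD, cut at about 130% in these data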;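 note: raw ratio to IFN-gamma control signal so 100% means no change and 0% no light; values of inactives mirror those of a sister screen read the other way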
# Starred values were filed as active, the others as inactive.
SMILES,NF-kB neuron act,APP 5'UTR act,STAT3 blocker,TLR4-MyD88 BLA,STAT3 act,STAT1 inh,Hsp70 act,Redox H2O2 prof,Efa HMGR inh,STAT1 activator
COC(=O)c1ccc(OCC(O)CN(CC(C)C)CC(C)C)cc1 (configuration not stated),0.91,13,4,10,100,6,-0.3,2.3,-2,95
CCn1c(SCC(N)=O)nc2cc(S(=O)(=O)N3CCOCC3)ccc21,1,30,4,-7,99,5,-0.2,-0.6,1,95
O=C(Nc1ccc(Br)cc1)C1CCCN1S(=O)(=O)c1cccs1 (configuration not stated),1.3,0,14,-1,94,3,-0.3,0.1,0,97
Cc1ccc(Nc2ccccc2N)cc1,1.4,10,70*,0,42,-8,-0.1,-0.9,2,106
Cc1nc(C)c(C(=O)NNS(=O)(=O)c2ccc3ccccc3c2)s1,0.89,12,10,-21,90,11,-0.3,0.2,-2,91
Cc1ccc(C)c(NC(=O)Cc2nc(CCl)cs2)c1,1.2,-7,17,3,85,13,-0.2,-0.3,-7,88
CCC1(C)Cc2ccccc2-c2nc3n(c(=O)c21)CCCCC3 (configuration not stated),0.95,-3,0,2,105,2,-0.2,-0.1,1,97
CCc1ccc(C2=NN(CCC(=O)NC(C)CCc3ccccc3)C(=O)CC2)cc1 (configuration not stated),1.3,-6,14,-6,91,5,0.2,-1.4,-3,95
O=C(NC(=O)c1cccc(OC(F)(F)C(F)F)c1)OC1CCS(=O)(=O)C1 (configuration not stated),1.1,-2,11,6,95,-12,0.1,5.4,-2,113
O=C(CCN1C(=O)C2C3C=CC(C3)C2C1=O)NCCc1ccccc1Cl (configuration not stated),1.4,0,-3,-7,106,-1,-0.1,2.1,1,101
CC(=O)c1c(NCCc2ccccc2)cc(C)oc1=O,1,8,17,-9,88,1,-0.4,2.2,-2,99
CCOc1ccc(C(=O)/C=C/c2ccc(SC)cc2)cc1,0.99,4,-1,6,105,-1,-0.1,-3.3,-12,101
O=C(CSc1ccccc1)Nc1nnc(COc2ccc(Cl)cc2)s1,1.3,16,7,-4,97,10,-0.4,-0.7,-2,90
CC1=C(C(=O)c2ccccc2)C(c2ccc(OC(F)F)cc2)NC(=S)N1 (configuration not stated),0.64,9,9,-5,94,-7,0.3,-0.1,0,105
c1cncc(Nc2nc(-c3ccncc3)cs2)c1,0.78,26,13,-8,95,-7,-0.2,-0.4,-2,105
O=C(CCCOc1ccc(Cl)cc1)Nc1cccc(C(=O)O)c1,1.2,18,1,3,103,0,0.0,-0.1,3,99
Cc1ccc(-c2nc(Cl)nc3ccccc23)cc1,0.89,2,2,21,101,5,-0.3,-1.1,-6,95
Cc1ccc(SCC(=O)Nc2ccc(N3CCOCC3)cc2)cc1,1.1,-11,7,6,101,-8,-0.1,0.6,0,106
Cc1ccccc1Cn1cc(NC(=O)c2nn(C)cc2Cl)cn1,1.1,0,-4,-10,103,3,-0.3,-0.2,2,98
CCn1nc(C)c(/C=N/NC(=S)Nc2ccc(Cl)cc2Cl)c1C,1,30,0,-3,104,2,-0.4,0.8,5,98
CC(=O)NCCNC(=O)c1ccc(-n2c(C)ccc2C)cc1,1.3,15,-1,7,104,-3,-0.3,-1.5,4,102
Oc1ccccc1N1CCN(C(=S)NCc2ccccc2)CC1,0.95,34,-10,-12,111,-7,-0.5,-0.2,1,107
CCOc1cc(NC(=S)NCc2ccco2)c(OCC)cc1NC(=O)CC,1,-5,0,10,99,1,-0.4,-0.2,-3,99
CCc1nnc(NS(=O)(=O)c2ccc(N=Cc3c(C)[nH]n(-c4ccc(C)cc4)c3=O)cc2)s1,1.1,7,-6,21,112,-1,0.3,-4.0,-12,101
CCCCN(C(=O)/C=C/c1ccco1)c1c(N)n(CCC)c(=O)[nH]c1=O,1.1,-7,4,-3,98,-1,-0.4,-0.8,4,98
# (next part)
SMILES,NF-kB neuron act,APP 5'UTR act,STAT3 blocker,TLR4-MyD88 BLA,STAT3 act,STAT1 inh,Hsp70 act,Redox H2O2 prof,Efa HMGR inh,STAT1 activator
CCCCN(Cc1ccccc1)C(=O)C1CCCN(S(=O)(=O)c2cnc[nH]2)C1 (configuration not stated),0.99,-48,-3,-11,110,-4,-0.1,-1.0,-4,104
Cc1cccc(NC(=S)NNC(=O)Cc2ccccc2)c1,1,12,18,-5,88,5,-0.5,0.6,-10,96
CN(CC(=O)NC(=O)NCc1ccco1)Cc1nc2ccccc2c(=O)[nH]1,1.3,5,10,-10,95,1,0.2,-2.6,2,100
Cc1c(NC(=O)CSc2nccn2C)c(=O)n(-c2ccccc2)n1C,1,-15,3,17,102,-5,-0.4,-0.5,-6,104
CCOC(=O)C1=C(CC)Nc2ccccc2N=C1NC(=O)c1ccc(S(=O)(=O)N2CCOCC2)cc1,0.45,11,-4,-8,114,5,-0.2,-1.1,-7,94
Cc1ccc(C)c(OC(=O)c2cncc(Br)c2)c1,1,0,5,-13,100,-1,0.0,0.0,-3,101
CC1CCCN(c2nc3ccccc3nc2C(C#N)S(=O)(=O)c2ccccc2)C1 (configuration not stated),0.78,20,6,10,98,-5,-0.1,-0.1,5,104
COC(=O)CC(NC(=O)Nc1ccc(C)cc1)c1cccc([N+](=O)[O-])c1 (configuration not stated),1.2,24,6,-11,104,3,0.0,-0.5,-8,95
COc1ccc(Cn2nnnc2C(C(C)C)N(Cc2ccco2)Cc2cccs2)cc1 (configuration not stated),0.85,-2,-6,5,109,0,-0.1,0.0,0,100
CC(=O)c1cccc(N(C(=O)c2ccccn2)C(C(=O)NC2CCCCC2)c2cccs2)c1 (configuration not stated),0.77,6,4,6,99,1,0.0,-1.0,0,99
CN(C)S(=O)(=O)Nc1ccccc1C(N)=O,1.5,-3,4,-11,98,-2,0.0,-0.5,-2,102
Cc1ccc(C(CC(=O)N2CCCC2)c2ccccc2)c(O)c1C (configuration not stated),0.99,11,2,-6,100,1,-0.2,0.9,0,99
C/C(=N\Nc1ccc(S(=O)(=O)Nc2ccccc2)cc1[N+](=O)[O-])c1ccncc1,1.2,-3,8,-1,100,-5,0.0,0.2,-5,104
COc1ccc2cc(CN(CC3CCCO3)C(=S)NCc3ccco3)c(=O)[nH]c2c1 (configuration not stated),1.1,-15,1,-1,101,-3,-0.3,-0.5,0,102
CCN(CC)S(=O)(=O)c1ccc(/C=C/C(=O)Nc2c(C)n(C)n(-c3ccccc3)c2=O)cc1,1.2,-9,-3,-16,103,1,-0.2,-2.6,4,97
O=C(COC(=O)COc1ccc(Cl)cc1)Nc1ccc(N2CCOCC2)cc1,0.97,-4,4,11,100,0,0.2,-1.4,0,100
CC(C)CC(=O)N1CCC(O)(CS(=O)(=O)Cc2ccccc2Cl)CC1,1.3,0,5,14,101,-8,-0.2,-1.1,-1,107
CCn1nc(C)c(/C=C2\CCCC3=C2OC(N)=C(C#N)C3c2c(C)nn(CC)c2C)c1C (configuration not stated),0.93,0,21,13,85,10,-0.1,0.4,4,91
O=C(NCCN1CCOCC1)/C(=C\c1ccc(Br)cc1)NC(=O)c1cccs1,1.1,21,-5,-10,102,6,0.0,1.2,-2,95
COc1cc(/C=C/CN2CCN(Cc3ccc(C)o3)C(CCO)C2)ccc1O (configuration not stated),1.1,-11,2,-3,103,6,-0.3,0.4,0,94
CCC(C)(C(=O)NC1CCCCC1)N(Cc1ccco1)C(=O)CC1NC(=O)NC1=O (configuration not stated),1.1,12,5,3,101,6,-0.1,-1.4,-1,93
CC(=O)NC(c1ccc(F)cc1)c1cccnc1 (configuration not stated),1.2,-9,-2,-2,102,3,-0.3,-1.0,-6,95
COc1ccc(-n2nc(C(=O)NCC(=O)Nc3ccccn3)c3ccccc3c2=O)cc1Cl,0.99,0,-1,9,105,-4,-0.3,-4.3,-6,104
COc1ccc(Cc2noc(CN3CCCC(C(=O)c4cccs4)C3)n2)cc1OC (configuration not stated),0.87,-10,2,4,102,7,0.0,-1.0,-3,92
Cc1ccc(C)c(NC(=S)N/N=C2/CCCCc3ccccc32)c1,1.2,-7,-7,-14,106,2,-0.3,0.4,1,99
# The list continues:
SMILES,NF-kB neuron act,APP 5'UTR act,STAT3 blocker,TLR4-MyD88 BLA,STAT3 act,STAT1 inh,Hsp70 act,Redox H2O2 prof,Efa HMGR inh,STAT1 activator
Cc1cccc(NC(=O)C(=O)NCCCc2ccccc2)c1,2.3,30,-5,-4,107,-22,-0.2,0.3,1,119
CC(C)C(=O)Nc1cccc(-c2cn3ccccc3n2)c1,2,-13,-3,-11,102,-14,-0.3,-0.8,-4,112
CC1CCN(c2ccc(NC(=S)NC(=O)c3ccc(-c4cccc([N+](=O)[O-])c4)o3)cc2)CC1,1.1,-6,5,4,93,-3,-0.5,0.7,-2,103
C=CCSc1nnc2c(n1)OC(c1ccco1)Nc1ccccc1-2 (configuration not stated),1.2,10,-3,1,107,-15,0.2,-0.3,0,113
COc1cccc(C(=O)N2CCN(C(=O)c3cccc4ccccc34)CC2)c1OC,0.83,-5,9,-1,100,11,-0.3,0.8,-2,90
COCCN(CCOC)c1nc(S(=O)(=O)c2ccc(C)cc2)c(Cl)s1,0.86,-9,13,-2,91,5,-0.1,-0.3,-2,95
CCOc1cc(NC(=S)NCC(C)C)c(OCC)cc1NC(=O)c1cccs1,1.1,-5,6,-23,99,12,-0.3,-3.2,1,89
O=C(Oc1ccccc1-c1nnco1)c1ccc(Cl)cc1,0.91,5,1,-8,99,-7,-0.3,-0.1,1,113
O=C(Cc1ccccc1)Nc1ccccc1Oc1ccccc1,1.1,5,21,-9,86,-1,-0.2,0.0,-6,101
COc1ccc(Nc2nc(-c3cccs3)cs2)c(OC)c1,7*,59,-8,1,110,-70,0.7,0.3,-7,164*
COc1ccccc1S(=O)(=O)Nc1ccc2cn[nH]c2c1,1.1,-6,-26,8,126,2,-0.3,0.0,-6,98
Cc1ccc(CN2CCN(Cc3cn(C)nc3C)CC2CCO)o1 (configuration not stated),0.92,-6,6,17,100,3,-0.3,-0.1,-3,97
c1coc(-c2ccnc(-c3ccncc3)n2)c1,1.5,14,20,-5,86,-19,-0.2,-1.2,-2,116
Cc1cccn2c(/C=N/OCc3ccc(F)cc3)c(-c3ccc(Cl)cc3)nc12,1.1,19,-12,8,111,4,-0.2,-5.8,-2,96
Cc1cc(C(=O)CCC(=O)N2CCN(S(=O)(=O)c3cccs3)CC2)c(C)s1,0.7,-6,6,6,98,11,0.2,1.3,-9,90
COc1ccc(-c2c(C#N)c(SCc3c(C)noc3C)nc3c2C(=O)CC(C)(C)C3)cc1,1.4,1,16,5,91,9,0.2,-4.6,-4,92

# Among those listed so far, these have fluorine:
SMILES,NF-kB neuron act,APP 5'UTR act,STAT3 blocker,TLR4-MyD88 BLA,STAT3 act,STAT1 inh,Hsp70 act,Redox H2O2 prof,Efa HMGR inh,STAT1 activator
O=C(NC(=O)c1cccc(OC(F)(F)C(F)F)c1)OC1CCS(=O)(=O)C1 (configuration not stated),1.1,-2,11,6,95,-12,0.1,5.4,-2,113
CC1=C(C(=O)c2ccccc2)C(c2ccc(OC(F)F)cc2)NC(=S)N1 (configuration not stated),0.64,9,9,-5,94,-7,0.3,-0.1,0,105
CC(=O)NC(c1ccc(F)cc1)c1cccnc1 (configuration not stated),1.2,-9,-2,-2,102,3,-0.3,-1.0,-6,95
Cc1cccn2c(/C=N/OCc3ccc(F)cc3)c(-c3ccc(Cl)cc3)nc12,1.1,19,-12,8,111,4,-0.2,-5.8,-2,96
